# Screening data: PubChem BioAssay, National Center for Advancing Translational Sciences (NCATS)
# RXFP1 antag: antagonists of human relaxin receptor RXFP1; HEK293-RXFP1, relaxin-stimulated cAMP HTRF, 30 min; active compounds read low; activity change, negative = inhibition, % at 57.5 µM; 0.59% of 350,000 active; AID 1259400;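 active means activity change of -60% or lower, but not beyond a set lower limit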; further: on the % scale 0 is the no-effect control and ±100 the full control effect
# D2 agonist: activates the human D2 dopamine receptor. P14416. HEK293 T-REx D2 cells, calcium flux agonist mode. activation, % at 2 µM. 0.53% of 340,000 active. AID 485358;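 active means activation over 3 SD above normal in the single-dose calcium agonist read, cut at about 30% in these data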; further: 0% is about no effect
# Target sequence (P14416 whole entry, looked up): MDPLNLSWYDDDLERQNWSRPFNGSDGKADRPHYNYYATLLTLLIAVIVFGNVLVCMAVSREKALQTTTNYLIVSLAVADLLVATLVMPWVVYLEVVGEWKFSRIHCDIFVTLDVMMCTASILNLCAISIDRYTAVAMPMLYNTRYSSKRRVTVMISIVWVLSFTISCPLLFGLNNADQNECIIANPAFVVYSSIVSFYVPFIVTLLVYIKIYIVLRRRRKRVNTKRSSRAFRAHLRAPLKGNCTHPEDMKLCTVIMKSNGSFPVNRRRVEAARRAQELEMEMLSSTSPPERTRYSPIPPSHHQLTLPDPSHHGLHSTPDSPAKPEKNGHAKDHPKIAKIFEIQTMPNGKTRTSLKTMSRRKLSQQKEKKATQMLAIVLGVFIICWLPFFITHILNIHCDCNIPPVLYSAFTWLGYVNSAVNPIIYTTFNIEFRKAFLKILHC
#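 Agonism is scored from calcium flux in a force-coupled, inducible HEK293 cell line expressing D2, read kinetically for 180 s after compound addition against dopamine controls.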
# TRHR agonist: TRH receptor (human) agonism; activation, % at 2 µM; TRHR cells, calcium flux fluo-8, FDSS agonist mode; AID 493084; 0.18% of 360,000 active; P34981; further: 0% is about no effect
#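 In this calcium-flux screen, cells bearing human TRHR are dye-loaded with fluo-8, baselined for 10 cycles, then exposed to library compounds; positive kinetic calcium responses during the agonist phase mark hits, with TRH as control.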
# D1 agonist: activates the human D1 dopamine receptor; AID 504660; 1% of 360,000 active; HEK293 T-REx D1 cells, calcium flux, agonist mode; activation, % at 2 µM; further: 0% is about no effect
# Target sequence (P21728 whole entry, looked up): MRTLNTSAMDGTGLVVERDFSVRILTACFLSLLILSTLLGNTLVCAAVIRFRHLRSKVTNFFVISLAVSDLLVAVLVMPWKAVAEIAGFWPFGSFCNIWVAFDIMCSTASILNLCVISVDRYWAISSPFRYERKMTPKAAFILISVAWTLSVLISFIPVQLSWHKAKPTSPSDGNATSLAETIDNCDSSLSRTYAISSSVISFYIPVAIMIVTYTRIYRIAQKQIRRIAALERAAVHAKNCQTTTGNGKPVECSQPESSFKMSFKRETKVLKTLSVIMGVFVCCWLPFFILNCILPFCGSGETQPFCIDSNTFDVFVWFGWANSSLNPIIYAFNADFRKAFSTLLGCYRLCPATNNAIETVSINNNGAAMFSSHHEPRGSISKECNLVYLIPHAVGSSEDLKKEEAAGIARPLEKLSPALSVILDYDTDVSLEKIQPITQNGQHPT
#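 Tetracycline-induced HEK293 TREx D1 cells, force-coupled to calcium signalling, were dye-loaded with a no-wash calcium kit. Compound was pin-added after a 10 s baseline. Fluorescence was read kinetically at 1 cycle/s for 180 s, with calcium rises flagged as agonism.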
# TRHR PAM: allosteric enhancers of human TRH receptor; 0.66% of 360,000 active; enhancement, % at 2 µM; P34981; AID 493056; TRHR cells, fluo-8 calcium fluorescence, EC20 TRH enhancement; in the data active means enhancement above about 30%; further: 0% is about no effect
#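 Enhancer read-out: after compound pinning and an initial kinetic agonist-mode read, an EC20 of TRH (10 nM final) was injected and fluo-8 calcium signal (Ex 480/Em 530) followed at 1 s/cycle for 100 cycles in TRHR-expressing cells.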
# D2 antag: antagonists of human D2 dopamine receptor. P14416. 2% of 340,000 active. inhibition, % at 10 µM. HEK293 TREx D2 cells, calcium flux, dopamine EC80; in the data active means inhibition above about 30%; further: 0% is about no effect
#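 Calcium mobilization kinetics were recorded at 1 s intervals in tetracycline-induced HEK293 T-REx D2 cells, first for 180 s after compound addition and then 180 s after EC80 dopamine.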
# D1 antag: human D1 dopamine receptor antagonism. HEK293 TREx D1 cells, calcium flux, dopamine EC80; active compounds read low. AID 504652. 3.2% of 360,000 active. P21728. activity change, negative = inhibition, % at 10 µM; in the data active means activity change below about -30%; further: on the % scale 0 is the no-effect control and ±100 the full control effect
#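 Calcium flux readout: force-coupled, inducible Hek293 Trex D1 line, cells induced overnight at 30 C with tetracycline, dye-loaded 30–90 min at RT. Antagonism scored against EC80 dopamine challenge given 180 s after compound.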
# D1 PAM: potentiators of human D1 dopamine receptor | P21728 | HEK293 TREx D1 cells, calcium flux, dopamine EC20 potentiation | potentiation, % at 10 µM | 0.036% of 360,000 active; in the data active means potentiation above about 30%; further: 0% is about no effect
# D2 potentiator: D2 dopamine receptor (human) potentiation; P14416; HEK293 T-REx D2, calcium flux, EC20 dopamine potentiation; potentiation, % at 10 µM; 0.34% of 340,000 active;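 active means potentiation over 3 SD above the plate norm, cut at about 30% in these data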; further: 0% is about no effect
#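 Cells plated with tetracycline inducer and held overnight at 30 C; calcium dye loaded 30–90 min at room temperature; baseline taken, compound added and read 180 s; EC20 dopamine then added and read 180 s.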
# An asterisk follows results filed as active; . = no result given; & = joins results of further samples. Unless noted, no stated cut-off is given here; in the data, active means activation above about 30%; inactive means the rest.
# Preview (ten entries):
SMILES,RXFP1 antag,D2 agonist,TRHR agonist,D1 agonist,TRHR PAM,D2 antag,D1 antag,D1 PAM,D2 potentiator
Cc1ccc(CCNC(=O)c2ccc(Nc3nc4ccccc4n4nnnc34)cc2)cc1,1,.,0.5,-1,-1,.,10,2,-1
Cc1ccc2nc(SCC(=O)Nc3ccc4c(c3)OCO4)nc(=O)n2c1,-4,.,-0.1,3,1,.,-7,-1,-7
CCc1ccc(N2CC(C(=O)Nc3ccc(S(=O)(=O)NCC4CCCO4)cc3)CC2=O)cc1 (stereo not drawn),0,0.3,0.0,1,1,-33,3,-6,-2
Cc1ccc(NC(=O)C(C)Sc2nnc(C)n2C)cc1 (stereo not drawn),15,.,0.2,0,-5,.,-7,4,.
O=C(CCSCc1ccccc1Cl)NCc1cccs1,1,.,-1.0,1,7,.,1,-1,.
Cc1cc(C)n(Cc2cccc(F)c2)c(=O)c1C#N,-15,-0.3,-0.8,3,7,-7,-11,-10,3
COC(=O)CCC(C)N1CCC(Oc2ccc(C(=O)N3CCCC3)cc2)CC1 (stereo not drawn),-5,52*,0.8,0,2,9,-30*,-4,-18
Cc1cccc2nc(C(F)(F)F)nc(=O)n12,.,0.5,0.3,2,2,16,3,-5,-19
O=C(CSc1nnc(Cn2c(=O)sc3ccccc32)n1-c1ccccc1)NCC1CCCO1 (stereo not drawn),-4,1.2,0.5,-2,-3,-19,25,-2,4
CN(c1ccc(C(=O)NCc2ccc3c(c2)OCO3)cc1)S(C)(=O)=O,5,-0.1,1.2,3,29,5,9,-3,-1

# The listing, from the first entry:
SMILES,RXFP1 antag,D2 agonist,TRHR agonist,D1 agonist,TRHR PAM,D2 antag,D1 antag,D1 PAM,D2 potentiator
Cc1ccc(CCNC(=O)c2ccc(Nc3nc4ccccc4n4nnnc34)cc2)cc1,1,.,0.5,-1,-1,.,10,2,-1
Cc1ccc2nc(SCC(=O)Nc3ccc4c(c3)OCO4)nc(=O)n2c1,-4,.,-0.1,3,1,.,-7,-1,-7
CCc1ccc(N2CC(C(=O)Nc3ccc(S(=O)(=O)NCC4CCCO4)cc3)CC2=O)cc1 (stereo not drawn),0,0.3,0.0,1,1,-33,3,-6,-2
Cc1ccc(NC(=O)C(C)Sc2nnc(C)n2C)cc1 (stereo not drawn),15,.,0.2,0,-5,.,-7,4,.
O=C(CCSCc1ccccc1Cl)NCc1cccs1,1,.,-1.0,1,7,.,1,-1,.
Cc1cc(C)n(Cc2cccc(F)c2)c(=O)c1C#N,-15,-0.3,-0.8,3,7,-7,-11,-10,3
COC(=O)CCC(C)N1CCC(Oc2ccc(C(=O)N3CCCC3)cc2)CC1 (stereo not drawn),-5,52*,0.8,0,2,9,-30*,-4,-18
Cc1cccc2nc(C(F)(F)F)nc(=O)n12,.,0.5,0.3,2,2,16,3,-5,-19
O=C(CSc1nnc(Cn2c(=O)sc3ccccc32)n1-c1ccccc1)NCC1CCCO1 (stereo not drawn),-4,1.2,0.5,-2,-3,-19,25,-2,4
CN(c1ccc(C(=O)NCc2ccc3c(c2)OCO3)cc1)S(C)(=O)=O,5,-0.1,1.2,3,29,5,9,-3,-1
O=C(Nc1nc(-c2nc3ccccc3s2)cs1)c1ccco1,.,-0.3,-1.2,1,10,2,0,3,-1
Cc1cc(C)cc(NC(=O)c2snc3c(=O)[nH]cnc23)c1,.,0.4,0.2,0,-9,7,-7,-1,-10
CC(=O)Nc1ccc(S(=O)(=O)NCCc2c[nH]c3ccc(C)cc23)cc1,-26,1.8,0.2,2,-6,-6,-5,13,6
N#CC1=C(N)N(c2ccccc2)C(c2cccc([N+](=O)[O-])c2)C1(C#N)C#N (stereo not drawn),5,-0.7,0.0,-1,1,-6,-30*,-10,-4
Cc1cc2c(c(=O)n1CCN(C)C)C(c1ccc(Cl)cc1)C(C#N)=C(N)O2 (stereo not drawn),9,-2.7,0.4,-2,6,-11,0,-1,-4
Clc1ccc(-c2noc(/C=C/c3ccccc3)n2)cc1,-4,.,1.3,5,6,.,-14,5,-6
O=C(NCCCl)Nc1cccnc1Cl,3,3.2,-0.1,2,-1,0,-8,0,8
Cc1ccc(NCc2nnc(SC(C)C(=O)N/N=C/c3ccc(C)o3)n2-c2ccccc2)cc1 (stereo not drawn),-5,-0.6,-1.1,-1,11,5,-1,6,-1
CCOC(=O)COc1ccc2c(c1)C(=O)CC(C)(C)O2,7,0.3,0.0,4,1,-16,16,3,1
NC(=O)c1c(NC(=O)CS(=O)(=O)c2ccc(Cl)cc2)sc2c1CCCCC2,-16,-2.1,-0.7,2,16,.,.,0,9
Cc1ccc(C)c(N2CCN(C(=O)CCc3nnc4n(C)c(=O)c5ccccc5n34)CC2)c1,0,0.5,0.1,-1,-5,.,-7,-2,1
CCS(=O)(=O)N1CCC2(CC1)OCCN2S(=O)(=O)c1ccc(C)cc1,-10,-0.3,-0.1,4,3,10,-13,-11,-1
CN(C)Cc1c(C(=O)N/N=C/CCc2ccccc2)nnn1-c1nonc1N,3,-2.5,1.0,2,2,4,11,-5,.
CCOC(=O)c1sc2nc3n(c(=O)c2c1C)CCC(C)CC3 (stereo not drawn),-4,0.4,-1.6,5,-14,10,2,2,-12
CC1CCCC(C)N1S(=O)(=O)c1ccc(Cl)cc1 (stereo not drawn),21,-0.6,0.2,2,0,25,3,-1,3
O=C(O)c1nc(N2CCCCC2)ncc1Cl,-10,-0.2,0.2,2,-3,-2,-11,-5,3
NNC(=O)Cn1c(-c2nonc2N)nc2ccccc21,-6,.,-0.3,0,-4,.,19,-1,4
CCC(C)(C)n1nnnc1C(C(C)C)N1CCSCC1 (stereo not drawn),-23,1.0,0.0,1,-3,-3,13,-6,0
COc1ccccc1C(=O)NNC(=O)C1CCN(C(=O)OC(C)(C)C)CC1,-18,1.3,-0.1,5,0,-13,-5,-8,-1
O=C(NCc1ccccc1Cl)c1ccc(Nc2nc3ccccc3n3nnnc23)cc1,-7,-1.5,0.8,2,-5,.,2,2,-4
NNc1ncnc2sc3c(c12)CCC3,-11,1.9,0.3,0,6,-24,6,-7,2
CCN1CCN(C(=S)NCCc2ccccc2)CC1,12,-0.3,-0.5,1,-2,-9,7,-1,-7
Cc1nnsc1C(=O)Nc1ccccc1,-4,0.0,0.7,7,22,0,3,1,-3
COc1ccc(CN2CCC(C(=O)N3CCN(c4ccccc4F)CC3)CC2)cc1OC,-10,0.0,0.6,1,-1,-10,13,-1,2
CCn1c(SCC(O)c2ccccc2)nnc1-c1ccccc1 (stereo not drawn),11,3.6,-0.9,0,-4,-9,13,-6,-10
CC(=O)c1cccc(NC(=O)N2CCCC2C(=O)Nc2cc(C)ccc2C)c1 (stereo not drawn),5,0.0,0.6,0,-5,-13,-12,-8,2
COc1ccc(S(=O)(=O)N2CCNCC2)cc1,-20,0.4,0.5,3,4,5,-24,-4,-1
Cc1ccc(-c2nnc(SCC(C)C)n2C)cc1,-17,0.3,0.1,0,5,9,-14,-6,-4
O=C(NCC(c1cccnc1)N1CCN(c2ccccc2)CC1)C1CCCCC1 (stereo not drawn),-9,5.4,0.3,-1,2,-2,10,3,-2
O=C(c1ccccc1)c1ccc2nc[nH]c2c1,-4,0.4,0.1,1,0,0,1,7,-1
COc1ccc(NC(=O)C2(S(=O)(=O)c3ccc(C)cc3)CC2)c(OC)c1,-14,-0.5,-1.5,0,7,.,8,1,0
COc1ccc2c(c1)c1c(c(=O)n(-c3cccc(C)c3)c(=O)n1CC(=O)N1CCCC1)n2C,.,0.3,-0.1,0,-3,.,-12,1,-3
COc1cc(/C=N/NC(=O)c2cc(C34CC5CC(CC(C5)C3)C4)[nH]n2)ccc1O,-18,5.1,2.5,19,1,-12,-2,2,0
CCOC(=O)Cc1csc(NC(=O)CN2C(=O)c3ccccc3C2=O)n1,-9,-1.0,0.1,1,2,11,-26,-7,-6
COc1ccc2nc(N/C(N)=N/S(C)(=O)=O)nc(C)c2c1,10,0.4,0.0,0,0,-5,19,-2,5
COc1cccc(NC(=O)CN2CCN(S(=O)(=O)c3ccc(C(C)C)cc3)CC2)c1,4,1.3,0.7,2,3,-7,-9,-1,-1
CCC(C(=O)NCCc1ccc(SC)cc1)n1nc(C)c2c(C)n(-c3ccc(C)cc3)nc2c1=O (stereo not drawn),-5,-0.3,-0.5,4,0,.,7,-1,4
C=CCN(CC=C)S(=O)(=O)c1ccc(C(=O)Nc2nnc(COC)o2)cc1,-8,-0.4,-2.1,1,2,19,7,-1,4
Cc1cc(NC(=O)CSc2ccc(-c3ccc4c(c3)OCO4)nn2)no1,.,-1.4,-0.2,3,7,10,11,2,5
CC(NC(=O)c1c(O)c2ccccc2n(C)c1=O)c1ccccc1 (stereo not drawn),1,0.1,0.3,6,4,7,19,4,-9
COc1ccc(Br)cc1S(=O)(=O)N1CCCC1,0,0.2,-0.4,-2,-3,-9,-36*,-10,7
O=C(NCCc1ccc(Cl)cc1)c1ccc(CS(=O)Cc2ccccc2Cl)o1 (stereo not drawn),6&-10,0.0,-0.3&-0.3,7&3,-1&-5,-1,-15&-26,0&-5,-5&5
COc1ccc(N/C=C/c2nc(SC)nnc2C)cc1,-18,5.3,9.4,22,-1,13,1,-1,3
COc1cccc(C(=O)Nc2c(C(=O)N3CCN(c4ccc(F)cc4)CC3)oc3ccccc23)c1,.,1.2,3.3,7,-2,.,-20,-8,-6
O=C(Nc1ccc(F)c(Cl)c1)N1CCC(CN2CCc3ccccc3C2)CC1,-12,-0.4,0.2,5,-5,.,-14,-4,-21
COc1ccccc1/C=C1/SC(=S)N(CCC(=O)Nc2cccnc2)C1=O,-4,-0.9,0.7,1,1,-5,5,-6,-2
O=C(Cc1ccc([N+](=O)[O-])cc1)Nc1cccc(C(F)(F)F)c1,-15,0.0,-1.1,8,1,0,-16,-8,-11
Cc1cc(C(=O)CSc2n[nH]c(N)n2)c(C)n1-c1cccc(F)c1,14,-0.5,-0.8,-1,-6,-10,5,0,15
CCOc1ccc(NC(=O)CN2C(=O)C(c3ccccc3)=NC23CCC(C)CC3)cc1 (stereo not drawn),-7,1.6,0.2,2,1,.,5,-1,-3
Cc1ccc(/C=N/NC(=O)COc2ccccc2-c2ccccc2)cc1,2,-0.3,0.9,5,2,-26,4,-1,-7

# (continued)
SMILES,RXFP1 antag,D2 agonist,TRHR agonist,D1 agonist,TRHR PAM,D2 antag,D1 antag,D1 PAM,D2 potentiator
COC(=O)c1cc(C(=O)CSc2nc(C)cc(C)n2)ccc1O,3,-1.3,-0.6,257*,5,-4,0,-11,9
O=C(Oc1cc2oc(=O)c3c(c2cc1Cl)CCCC3)c1cccs1,-15,-0.4,0.0,7,-13,10,-15,-1,0
O=C(CCC(=O)NNC(=O)c1ccc([N+](=O)[O-])cc1)NCc1ccccc1,-5,1.1,0.1,1,4,-7,-9,6,-5
Fc1cccc(Cl)c1Cn1nnc2c(N3CCC4(CC3)OCCO4)ncnc21,1,-1.0,-1.2,0,-11,-18,10,-4,-1
CCS(=O)(=O)N1CCc2cc(C(=O)Nc3cccc(C)c3C)ccc21,.,6.2,-0.3,5,1,.,6,-1,-3
COC(=O)c1ccc(NC(=O)c2cc3sccc3n2C)cc1,-21,2.2,-0.6,9,-1,14,-2,-11,-19
